Screening data (PubChem BioAssay)
ARNT-TACC3 inh: disruptors of human ARNT/TACC3 interaction | Q9Y6A5 | AlphaScreen His-ARNT PAS-B/GST-TACC3 binding, luminescence; TACC3 fragment carries E629A point mutation | inhibition, % at 9.99 µM | hit rate 0.66% among 390,000 | AID 623870;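 active means mean inhibition of replicates at least 50% and at least half of replicates each reaching 50%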;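 further: 0% = complete ARNT plus TACC3 wells and 100% = ARNT alone without TACC3; many hits fall short of the cut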
PAX8 reporter: PAX8 transcriptional activity inhibition. RMG-I TPO-luciferase reporter, SteadyGlo, 24 h. inhibition, % at 12.6 µM. hit rate 1.2% among 360,000;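 active means mean replicate inhibition at least 60% with every replicate also reaching 60%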;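 further: luciferase light reporting Pax8 driven TPO promoter activity; plate controls were median of neutral control wells for no effect and mitoxantrone controls for full effect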
GSIS activator: primary screen for activators of insulin secretion dependent on glucose, INS-1E cells, GLuc reporter luminescence; AID 743287; INS-1E GLuc reporter insulin secretion, 2-3 h; activation, % at 16.6 µM; hit rate 0.61% among 370,000;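 active means lowest replicate activation of at least 40%, so every replicate reaches that level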;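 further: 0% = median of neutral control wells and 100% = median of IBMX positive control wells; some compounds called inactive have numbers as strong as hits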
* hit, by the source's call; . = no result given. The list is partial; the hit share may differ from the screen's.

SMILES	ARNT-TACC3 inh	PAX8 reporter	GSIS activator
O=C1NCCN2CCCC12 (stereo unspecified)	-5.2	11.1	.
CCCCc1nc2ccccc2c(=O)n1-c1ccc(O)cc1	-3.7	2.8	.
Cc1ccccc1C1=NCC(=O)N(CC(=O)N2CCCCC2)c2sc(C)c(C)c21	2.2	20.8	.
OC1(c2ccccc2F)CC2CCC(C1)N2CCN1CCOCC1 (stereo unspecified)	-5.7	6.9	.
Cc1ccc(C2N(c3cc(C)on3)C(=O)C3CCCN32)cc1 (stereo unspecified)	-4.0	-2.4	.
Cc1ccc(C2CC(=O)C(C=NCCN3CCN(C(=O)Cc4ccccc4)CC3)=C(O)C2)cc1 (stereo unspecified)	1.2	-4.7	.
CC(=NCCCN1CCOCC1)c1c(O)n(-c2ccccc2C)c(=O)[nH]c1=O	-6.4	-24.3	.
CC(C)CCn1c(=O)c(C(=O)Nc2ccccc2S(N)(=O)=O)c(O)c2ccccc21	-3.3	69.3*	.
CCC(C)N1C(=O)NC(=O)C2(Cc3cc(C)ccc3N(C)C2)C1=O (stereo unspecified)	1.6	11.9	.
CCOC(=O)C(O)(c1ccc(N(C)C(=O)COc2ccccc2)cc1)C(F)(F)F (stereo unspecified)	-2.4	5.8	.
CC(C)CC(NC(=O)C1CCCCC1)C(=O)N1CCC2(CC1)OCCO2 (stereo unspecified)	-10.9	-10.5	.
CCCC(C)n1[nH]c(=O)c2c1NC(=O)CSC2c1ccc(OC)c(OC)c1 (stereo unspecified)	-24.2	1.9	.
O=c1[nH]c(=O)n(Cc2ccc(F)cc2)c(O)c1C=NCCCN1CCOCC1	0.1	-9.4	.
O=C(Cn1c(=S)[nH]c2ccccc2c1=O)N1CCC2(CC1)OCCO2	-3.3	9.7	.
NP(=O)(OCC(F)(F)F)Oc1ccccc1 (stereo unspecified)	-2.5	-10.7	.
CC1=CC(=C2C(=O)NC(=S)NC2=O)C=C(C(F)(F)F)N1C	2.8	-10.5	.
COc1ccc(C2=NCc3nnc(C)n3-c3ccc(Cl)cc32)cc1Cl	1.6	-2.5	.
CCc1ccc(OCCCN=C(C)c2c(O)n(C)c(=O)n(C)c2=O)cc1	-4.1	11.7	.
O=C1C2CCCN2C(c2cccs2)N1c1ccccn1 (stereo unspecified)	-17.0	-13.8	.
CSCCC(N=Cc1c(O)n(-c2ccc(Cl)cc2)c(=O)[nH]c1=O)C(=O)OC(C)(C)C (stereo unspecified)	4.9	6.0	.
O=P1(NC2CCCC2)COc2ccccc2OC1	-0.2	-9.6	.
COc1ccc(-n2c(=O)[nH]c3ccccc3c2=O)cc1	-69.6	-9.7	.
COc1ccc(-n2c(O)c(C=Nc3c(C)n(C)n(-c4ccccc4)c3=O)c(=O)[nH]c2=O)cc1	-4.7	9.1	.
O=c1[nH]c(=O)n(Cc2ccccc2)c(O)c1C=NCCCO	-1.4	2.0	.
Cc1cccnc1-n1c(CN2C(=O)c3ccccc3C2=O)nc2ccccc2c1=O	-1.7	-8.8	.
CCCCn1c(O)c(C(C)=NCCN2CCCCC2)c(=O)[nH]c1=O	16.5	-6.4	.
CC1(C)CN=C(NCc2ccccc2Cl)S1	11.0	0.2	.
O=C(CN1CCOCC1)c1cccc2ccccc12	-9.0	6.3	.
O=C1NC(=O)C2(C(=O)N1)C(c1ccc(F)cc1)NC(=S)NC2c1ccc(F)cc1 (stereo unspecified)	-6.0	-1.0	.
COc1ccccc1-n1c(O)c(C=NCc2ccc3c(c2)OCO3)c(=O)[nH]c1=O	5.1	9.1	.
CCOc1ccc2nc(N3CCC(C(=O)N4CCC5(CC4)OCCO5)CC3)sc2c1	-3.4	-77.8	.
CCC(=NCCCN(C)C)c1c(O)n(-c2ccc(OC)cc2)c(=O)[nH]c1=O	2.5	7.2	.
CCC(=O)c1cc(F)c(N2CCN(CC)CC2)cc1C	4.3	-16.7	.
CC(C)CNC(=O)c1c(N)n(Cc2ccc3c(c2)OCO3)c2nc3ccccc3nc12	-0.1	-27.8	.
C=CCn1c(O)c(C(C)=NCc2cc(OC)cc(OC)c2)c(=O)[nH]c1=O	-0.9	44.6	.
C=CCN1C(=O)C2(C(C(=O)OCC)=C(N)Oc3ccccc32)c2c1c1ccccc1oc2=O (stereo unspecified)	40.4	9.2	.

Given with two lines to a compound: part of the list above.
Values run as follows: ARNT-TACC3 inh | PAX8 reporter | GSIS activator
> CC1=CC(=C2C(=O)NC(=S)NC2=O)C=C(C(F)(F)F)N1C
 : 2.8 | -10.5 | .
> COc1ccc(C2=NCc3nnc(C)n3-c3ccc(Cl)cc32)cc1Cl
 : 1.6 | -2.5 | .
> CCc1ccc(OCCCN=C(C)c2c(O)n(C)c(=O)n(C)c2=O)cc1
 : -4.1 | 11.7 | .
> O=C1C2CCCN2C(c2cccs2)N1c1ccccn1 (stereo unspecified)
 : -17.0 | -13.8 | .
> CSCCC(N=Cc1c(O)n(-c2ccc(Cl)cc2)c(=O)[nH]c1=O)C(=O)OC(C)(C)C (stereo unspecified)
 : 4.9 | 6.0 | .
> O=P1(NC2CCCC2)COc2ccccc2OC1
 : -0.2 | -9.6 | .
> COc1ccc(-n2c(=O)[nH]c3ccccc3c2=O)cc1
 : -69.6 | -9.7 | .
> COc1ccc(-n2c(O)c(C=Nc3c(C)n(C)n(-c4ccccc4)c3=O)c(=O)[nH]c2=O)cc1
 : -4.7 | 9.1 | .
> O=c1[nH]c(=O)n(Cc2ccccc2)c(O)c1C=NCCCO
 : -1.4 | 2.0 | .
> Cc1cccnc1-n1c(CN2C(=O)c3ccccc3C2=O)nc2ccccc2c1=O
 : -1.7 | -8.8 | .
> CCCCn1c(O)c(C(C)=NCCN2CCCCC2)c(=O)[nH]c1=O
 : 16.5 | -6.4 | .
> CC1(C)CN=C(NCc2ccccc2Cl)S1
 : 11.0 | 0.2 | .
> O=C(CN1CCOCC1)c1cccc2ccccc12
 : -9.0 | 6.3 | .
> O=C1NC(=O)C2(C(=O)N1)C(c1ccc(F)cc1)NC(=S)NC2c1ccc(F)cc1 (stereo unspecified)
 : -6.0 | -1.0 | .
> COc1ccccc1-n1c(O)c(C=NCc2ccc3c(c2)OCO3)c(=O)[nH]c1=O
 : 5.1 | 9.1 | .
> CCOc1ccc2nc(N3CCC(C(=O)N4CCC5(CC4)OCCO5)CC3)sc2c1
 : -3.4 | -77.8 | .
> CCC(=NCCCN(C)C)c1c(O)n(-c2ccc(OC)cc2)c(=O)[nH]c1=O
 : 2.5 | 7.2 | .
> CCC(=O)c1cc(F)c(N2CCN(CC)CC2)cc1C
 : 4.3 | -16.7 | .
> CC(C)CNC(=O)c1c(N)n(Cc2ccc3c(c2)OCO3)c2nc3ccccc3nc12
 : -0.1 | -27.8 | .

Next structures follow:
SMILES	ARNT-TACC3 inh	PAX8 reporter	GSIS activator
CSCCC(N=Cc1c(O)n(-c2ccc(Br)cc2)c(=O)[nH]c1=O)C(=O)OC(C)(C)C (stereo unspecified)	-14.0	-20.5	.
O=P(C(c1c[nH]c2ccccc12)N1CCOCC1)(N1CCOCC1)N1CCOCC1 (stereo unspecified)	-5.9	6.7	.
O=C(Cc1ccccc1)N1CCN(Cc2c[nH]c3ccccc23)CC1	-7.6	19.8	.
Cc1ccccc1-n1c(-c2ccco2)nc2ccccc2c1=O	1.4	5.1	.
O=P(Nc1ccccc1Cl)(c1ccccc1)c1nc2c(s1)CCCC2 (stereo unspecified)	-2.5	23.5	.
CCCCn1c(O)c(C(C)=NC(Cc2c[nH]c3ccccc23)C(=O)OC)c(=O)[nH]c1=O (stereo unspecified)	3.2	1.7	.
COc1ccc(CCn2c(O)c(C=NC3CC3)c(=O)[nH]c2=O)cc1OC	-2.3	-9.9	.
Cc1cccc(-n2c(C)nc3ccccc3c2=O)n1	-4.9	4.9	.
CN1CCN(CCC(C#N)(c2ccccc2)c2ccccc2)CC1	-10.1	13.6	.
O=c1[nH]c(=O)n(Cc2ccc(F)cc2)c(O)c1C=NCCCO	-3.3	-14.0	.
CCCC1(CCC)C(=O)NC(=NCc2ccccc2)NC1=O	-8.3	20.0	.
Oc1ccc(Cl)cc1CN1CCN(Cc2ccccc2)CC1	36.4	-1.1	.
CC(C)CCNC(=O)c1c(N)n(CC2CCCO2)c2nc3ccccc3nc12 (stereo unspecified)	-39.9	-10.9	.
C=CCOC(=O)C1=C(C)OC(N)=C(C(=O)OCC)C12C(=O)N(CC(N)=O)c1ccccc12 (stereo unspecified)	1.0	15.2	.
Cn1c(O)c(C=NCCN2CCNCC2)c(=O)n(C)c1=O	-0.7	15.2	.
CC(C)(C)c1ccc(O)c(CN2CCN(c3ccccc3)CC2)c1	-2.4	-9.4	.
CN1C(=O)/C(=C\c2ccc(N3CCCCC3)o2)C(=O)NC1=S	-0.9	-79.1	.
CCOc1ccc(N=C2SCCCN2C)cc1	-8.3	-5.7	.
CC(C)N1CCC2(CC1)NC(CO)(CO)CO2	5.3	3.1	.
CC(C)n1cc(C(=O)N(CC(=O)NC2CCCC2)Cc2ccccc2)cn1	-1.1	3.8	.
CCOC(=O)c1c(N)n(Cc2ccco2)c2nc3ccccc3nc12	3.8	-6.6	.
CN1CCC(OC(=O)C2c3ccccc3Oc3ccccc32)CC1	0.9	16.1	.
Cn1c2ccccc2c2c(C(=O)N3CCC4(CC3)OCCO4)cn(C3CCCCC3)c(=O)c21	3.3	4.4	.
C=CCN1C(=O)/C(=C/c2ccc3c(c2)CCCN3CCC)C(=O)NC1=S	7.4	.	-19.8
Cc1ccc(C2C(S(C)(=O)=O)=C(O)C(=O)N2c2ccccc2)cc1 (stereo unspecified) (tested in a mixture with another compound)	-4.8	.	-7.6
CCOc1ccccc1NC(=O)N1CCC2(CC1)OCCO2	-2.7	.	-0.9
C=CC1CN2CCC1CC2c1[nH]c2ccccc2c1CCO (stereo unspecified)	31.7	.	8.3
